# PfHsp40 yeast = restores yeast growth despite PfHsp40 toxicity; hit rate 0.68% among 340,000; growth rescue, % at 12.5 µM; S. cerevisiae expressing PfHsp40, growth rescue, ATP luminescence; AID 504582; in the data active = growth rescue above about 28%, passing the limit was not always enough; inconclusive = no clear call, values can overlap the other calls;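 note: yeast W303a lacking pdr1 and pdr3 grown in galactose medium; growth measured after three days at 30 °C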
# FadD28 FP inh = inhibitors of Mycobacterium tuberculosis FadD28 bisubstrate binding; AID 588549; hit rate 0.22% among 360,000; inhibition, % at 12.5 µM; FadD28 bisubstrate probe binding, fluorescence polarization; in the data active = inhibition above about 8.5%, passing the limit was not always enough; inconclusive = no clear call, values can overlap the other calls
# CCHFV vOTU inh = CCHFV vOTU protease inhibition. hit rate 0.55% among 370,000. AID 651958. inhibition, % at 11.5 µM. Pep-AMC fluorescence; in the data active = inhibition above about 30%; note: 0% = vehicle wells with enzyme and 100% = no enzyme wells
# Anthrax LF prot = inhibitors of Bacillus anthracis lethal factor protease; inhibition, % at 10 µM; hit rate 0.12% among 360,000; P15917; multiplex microsphere protease cleavage assay, LF; AID 588501; note: plate controls were buffer without enzyme for full effect and enzyme alone for no effect
# PrPC TRFRET = reduces human prion protein on the cell surface. cell surface PrPC, TR-FRET read-out. inhibition, % at 13.8 µM. AID 720596. hit rate 0.43% among 370,000; in the data active = inhibition above about 24%; note: 0% = median of the test wells and 100% = reference compound wells
# TcdB inh = blocks C. difficile toxin B glycohydrolase activity | P18177 | inhibition, % at 9.99 µM | hit rate 0.24% among 350,000 | TcdB glycohydrolase enzymatic assay, plate reader; in the data active = inhibition above about 10%
# BoNT A protease = inhibitors of Botulinum neurotoxin A light chain protease; multiplex microsphere protease substrate cleavage, flow cytometry; inhibition, % at 10 µM; hit rate 0.17% among 360,000; AID 588499; note: plate controls were buffer without enzyme for full effect and enzyme alone for no effect
# BoNT F protease = blocks Botulinum neurotoxin F light chain protease | AID 588497 | hit rate 0.22% among 360,000 | Multiplex microsphere protease cleavage assay, flow cytometry | inhibition, % at 10 µM; in the data active = inhibition above about 35%, passing the limit was not always enough; inconclusive = no clear call, values can overlap the other calls; note: plate controls were buffer without enzyme for full effect and enzyme alone for no effect
# Y pestis TopoI = Y. pestis Topo-I inhibition via cleavage products | Y. pestis Topo-I cleavage product accumulation, plate reader | activity, % at 10 µM | hit rate 0.064% among 360,000 | AID 504884; in the data active = activity above about 50%, passing the limit was not always enough; inconclusive = no clear call, values can overlap the other calls; note: inactives centre near 2
# An asterisk follows results filed as active; ? = inconclusive; . = no result given. Cut-off read from the data, not from the text of the source, unless noted: active = inhibition above about 30%; inconclusive = no clear call, values can overlap the other calls; inactive = below that.
SMILES,PfHsp40 yeast,FadD28 FP inh,CCHFV vOTU inh,Anthrax LF prot,PrPC TRFRET,TcdB inh,BoNT A protease,BoNT F protease,Y pestis TopoI
O=C(O)c1ccc(CNCc2cccc(Oc3ccccc3)c2)cc1,.,-0.1,17,-2,7,-0.8,0.6,10,4
Cc1cc(=O)oc2c(C)c(OCC(=O)N3CCN(C(=O)C4COc5ccccc5O4)CC3)ccc12 (stereo not given),-1.2,-2.8,-6,.,9,0.3,.,.,14
COCCNC(=O)CSc1nnc(-c2ccccc2F)n1Cc1ccccc1,-0.5,-0.7,-12,-1,-7,-0.3,-0.3,-8,4
O=C1CCCCC1Nc1ccc2ccccc2c1 (stereo not given),-0.9,-1.4,-1,-3,4,-0.4,-0.2,-4,7
O=C(CSc1nnc(-c2ccco2)o1)NC1CC2CCC1C2 (stereo not given),0.3,-2.1,2,3,3,.,0.4,1,1
CCOC(=O)c1c(NC(=O)CSc2nnc(CNc3ccc(C)cc3C)o2)sc(C)c1C,1.0,-2.9,8,.,-6,.,.,.,47
CSc1ccccc1OCc1cc(C(=O)N2CCN(Cc3nccn3C)CC2)no1,-1.3,-2.0,3,-2,-10,-0.3,0.0,12,25
Cc1onc(-c2ccccc2Cl)c1C(=O)c1ccccc1,0.3,-1.5,8,.,-5,2.4,.,.,-11
CCC(C)NC(=O)CN1C(=O)CN=C(c2ccccc2)c2ccccc21 (stereo not given),0.4,-0.1,-9,0,-7,0.6,-1.1,-5,-3
Cc1ccc(N2C(=O)c3ccc(C(=O)Nc4cccnc4)cc3C2=O)c(C)c1,-0.7,-0.3,14,-2,0,.,-0.5,-9,-2
CC(=O)O[C@@H]1C[C@H]2C(C)(C)C(=O)C=C[C@]2(C)[C@H]2CC[C@@]3(C)[C@H](c4ccoc4)OC(=O)[C@H]4O[C@]43[C@@]21C,1.3,-1.4,9,-10,20,-0.9,-0.7,3,18
C[C@@H](c1ccccc1)N1C[C@H](COCc2ccccc2)Oc2cc(N3CCC[C@@H]3CO)ccc2S1(=O)=O,.,.,18,4,8,0.9,-0.4,-10,.
CC(C)(C)CC(C)(C)NCC(O)COc1c(F)cc(Br)cc1F (stereo not given),-0.7,-1.1,13,0,15,.,0.6,0,-1
COc1ccc(CCNC(=O)Nc2ccccc2[N+](=O)[O-])cc1,0.6,-2.2,-7,-10,-19,1.3,-1.2,1,6
Cc1sc2ncn(CC(=O)NCCCC(=O)N(C)Cc3ccccc3)c(=O)c2c1C,0.1,-2.2,5,4,-5,0.8,-2.8,-9,19
OCC[C@@H]1C[C@@H](O)[C@H](O)[C@]2(OCCc3ccccc32)O1,-0.4,-2.1,-2,0,2,1.0,1.2,-12,-5
Cc1nc(C)c(CCNC(=O)c2cccc(Cl)c2)s1,-0.4,-1.6,12,0,2,.,0.5,-5,8
CC(C)Oc1cccc(C(=O)Nc2nnc([C@H]3C[C@H](O)[C@@H](CO)O3)s2)c1,.,-3.1,-4,-3,-2,0.1,-0.1,5,-5
CSc1cccc(NC(=O)C2CCCN(S(=O)(=O)c3cccs3)C2)c1 (stereo not given),1.5,-2.0,-1,8,9,2.9,-4.3,-10,19
CC(=O)Nc1ccc(OCC(O)Cn2c(C(C)C)nc3ccccc32)cc1 (stereo not given),0.1,-0.9,9,-5,-2,1.2,-0.3,2,-2
CCOc1cccc(-c2nnc3sc(-c4cc(OC)c(OC)c(OC)c4)nn23)c1,0.6,-4.5,-7,0,-1,.,-0.2,-9,-2
O=C(CSc1n[nH]c(-c2ccco2)n1)Nc1ccc(F)cc1,-0.3,-1.4,8,-4,7,-1.2,-0.6,-6,4
Cc1ccc(C(=O)/C=C/c2ccc3c(c2)OCO3)o1,-1.1,-1.7,2,2,3,2.4,0.8,-1,5
CC1CCN(C(=O)CC(NC(=O)c2ccccc2Cl)c2ccccc2)CC1 (stereo not given),0.5,2.2,-2,1,-1,2.6,-1.9,4,16
O=C(C1CC1)N(CCN(Cc1ccccc1)C(=O)C1CC1)Cc1ccccc1,0.4,-2.0,2,-3,2,-0.3,0.8,-10,23

# Reformatted: entries from further up
mol	PfHsp40 yeast	FadD28 FP inh	CCHFV vOTU inh	Anthrax LF prot	PrPC TRFRET	TcdB inh	BoNT A protease	BoNT F protease	Y pestis TopoI
O=C(O)c1ccc(CNCc2cccc(Oc3ccccc3)c2)cc1	.	-0.1	17	-2	7	-0.8	0.6	10	4
COCCNC(=O)CSc1nnc(-c2ccccc2F)n1Cc1ccccc1	-0.5	-0.7	-12	-1	-7	-0.3	-0.3	-8	4

# As a short view, part of the list above:
SMILES,PfHsp40 yeast,FadD28 FP inh,CCHFV vOTU inh,Anthrax LF prot,PrPC TRFRET,TcdB inh,BoNT A protease,BoNT F protease,Y pestis TopoI
COCCNC(=O)CSc1nnc(-c2ccccc2F)n1Cc1ccccc1,-0.5,-0.7,-12,-1,-7,-0.3,-0.3,-8,4
O=C1CCCCC1Nc1ccc2ccccc2c1 (stereo not given),-0.9,-1.4,-1,-3,4,-0.4,-0.2,-4,7
O=C(CSc1nnc(-c2ccco2)o1)NC1CC2CCC1C2 (stereo not given),0.3,-2.1,2,3,3,.,0.4,1,1
CCOC(=O)c1c(NC(=O)CSc2nnc(CNc3ccc(C)cc3C)o2)sc(C)c1C,1.0,-2.9,8,.,-6,.,.,.,47
CSc1ccccc1OCc1cc(C(=O)N2CCN(Cc3nccn3C)CC2)no1,-1.3,-2.0,3,-2,-10,-0.3,0.0,12,25
Cc1onc(-c2ccccc2Cl)c1C(=O)c1ccccc1,0.3,-1.5,8,.,-5,2.4,.,.,-11

# Next part
SMILES,PfHsp40 yeast,FadD28 FP inh,CCHFV vOTU inh,Anthrax LF prot,PrPC TRFRET,TcdB inh,BoNT A protease,BoNT F protease,Y pestis TopoI
CC(C)(C)OC(=O)CNC(=O)c1nc[nH]c1C(=O)N1CCN(C(=O)OC(C)(C)C)CC1,-1.5,1.4,5,1,-4,-2.8,0.1,3,-8
COC(=O)c1ccc(COC(=O)c2ccc(-n3cnnn3)cc2)o1,-0.7,-0.1,-9,?,4,.,?,?,11
CC(=O)c1c(C)[nH]c(C(=O)Nc2ccc(N3CCCCCC3)cc2)c1C,.,-1.7,23,-8,9,-14,-0.2,-7,2
COc1ccc(N2C(=O)N[C@@H](Cc3ccccc3)C2=O)cc1OC,-0.1,-0.6,5,-1,6,-6.1,-1.2,17,-1
COc1ccccc1NC(=O)COC(=O)C1CC1,0.3,-3.8,15,-3,7,0.6,0.0,0,4
CCC1(Oc2ccccc2)C(=O)NC(=O)NC1=O,1.6,-0.2,0,-4,0,1.9,0.2,0,-1

# From PubChem BioAssay
